# Compound activity deposited in PubChem BioAssay by several laboratories.
# Shn3 inh set2 = reduction of Shn3 3'UTR firefly luciferase signal, primary screen, Schnurri-3 inhibitor project, cell-based, Clone20 osteoblasts, set 2; 0.52% of 360,000 active; Clone20 osteoblast Shn3 3'UTR firefly luciferase, 24 h; inhibition, % at 12.5 µM; AID 588674, 2011;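 active = mean inhibition of at least 75% with every replicate also reaching 75%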;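 also: 0% = median of neutral control wells and 100% = pilot-screen positive control compound; some compounds past the cut are filed as inactive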
# NR2E3 ag-1 = inhibitors of NR2E3-RetCOR corepressor binding, primary screen, NR2E3 agonist project, biochemical, TR-FRET, GST-NR2E3, biotin-RetCOR | Photoreceptor-specific nuclear receptor (Homo sapiens), Q9Y5X4 | 1536-well | inhibition of corepressor binding, % at 4.78 µM | 0.12% of 320,000 active | AID 2300, 2010;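 active = percent inhibition above the cutoff of mean plus 3 SD of all tested compounds, set per screening campaign, cut at about 20% in these data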;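 also: 0% = DMSO wells and 100% = biotin wells as full block of FRET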
# Target sequence (Q9Y5X4 whole entry, looked up): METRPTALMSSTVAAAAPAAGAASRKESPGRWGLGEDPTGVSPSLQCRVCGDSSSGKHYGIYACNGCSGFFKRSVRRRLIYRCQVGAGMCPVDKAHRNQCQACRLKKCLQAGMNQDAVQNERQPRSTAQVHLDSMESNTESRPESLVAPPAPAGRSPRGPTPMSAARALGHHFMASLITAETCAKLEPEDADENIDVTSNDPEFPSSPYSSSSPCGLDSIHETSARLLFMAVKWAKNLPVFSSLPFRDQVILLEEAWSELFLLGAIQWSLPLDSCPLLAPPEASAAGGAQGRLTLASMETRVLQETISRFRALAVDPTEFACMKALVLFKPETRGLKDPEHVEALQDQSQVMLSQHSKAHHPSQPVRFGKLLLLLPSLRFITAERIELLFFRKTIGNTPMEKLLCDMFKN
#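 Material: NR2E3–RetCOR corepressor complex / Amount: 1.35 nM GST-NR2E3 / Medium: Tris pH 7.5 / Compound: single nominal compound dose of 4.8 µM / Incubation: 5 h at 4 °C / Technique: TR-FRET, Eu(K)-anti-GST donor, streptavidin-D2 acceptor, ex 340, em 617/671 nm / Read-out basis: percent loss of FRET ratio relative to control wells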
# Peg3 prom inh = Peg3 promoter-driven luciferase inhibitors, primary screen, cell-based, HeLa, luciferase luminescence; 1.7% of 360,000 active; HeLa PEG-Prom luciferase reporter, overnight; AID 588405, 2011; inhibition, % at 20 µM;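 active = inhibition of at least 50% at 20 µM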
# NR2E3 ag-2 = NR2E3 agonists in two-hybrid cells, primary screen, cell-based, luminescence, CHO-S, Gal4-NCOR/VP16-NR2E3 | Photoreceptor-specific nuclear receptor (Homo sapiens), Q9Y5X4 | luciferase | inhibition of corepressor binding, % at 3.98 µM | 0.35% of 360,000 active | AID 602229, 2012;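 active = inhibition above the mean of all tested compounds plus 3 SD, cut at about 70% in these data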;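 also: 0% = DMSO with NR2E3 transfected cells and 100% = cells lacking NR2E3 construct; higher means lower luciferase signal from less NR2E3 corepressor binding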
# PDI inh = inhibitors of human PDI, primary screen, biochemical, turbidity, single point, plate reader; Protein disulfide-isomerase (Homo sapiens), P07237; PDI insulin aggregation turbidity, A650, 90 min; inhibition, % at 10 µM; 0.052% of 350,000 active; AID 588391, 2011;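 active = mean inhibition across replicates of 30% or more, whatever share of single replicates reach that level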;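 also: absorbance from insulin aggregation driven by PDI reduction with DTT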
# Target sequence (P07237 whole entry, looked up): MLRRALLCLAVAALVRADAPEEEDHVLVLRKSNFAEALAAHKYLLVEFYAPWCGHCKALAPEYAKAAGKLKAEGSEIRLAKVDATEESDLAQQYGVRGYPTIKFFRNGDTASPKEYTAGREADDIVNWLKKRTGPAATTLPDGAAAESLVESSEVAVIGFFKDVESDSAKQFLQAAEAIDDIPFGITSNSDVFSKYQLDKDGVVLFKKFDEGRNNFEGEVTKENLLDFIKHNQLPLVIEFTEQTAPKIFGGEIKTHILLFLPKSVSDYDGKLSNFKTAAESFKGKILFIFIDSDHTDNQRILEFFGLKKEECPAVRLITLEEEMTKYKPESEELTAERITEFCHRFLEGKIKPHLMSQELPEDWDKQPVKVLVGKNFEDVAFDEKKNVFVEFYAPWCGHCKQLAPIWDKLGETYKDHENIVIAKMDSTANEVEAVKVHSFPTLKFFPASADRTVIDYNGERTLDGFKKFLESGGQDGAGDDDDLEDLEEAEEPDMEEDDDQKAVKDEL
# HIF-2a block = HIF-2a reporter inhibitors, primary screen, luminescence, 786-0 RCC cells; 0.72% of 360,000 active; inhibition, % at 18.8 µM; 786-0 RCC cells HIF-2a reporter, luciferase luminescence, overnight;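 active = inhibition of the luminescence signal of 40% or more relative to plate controls, in a single-dose primary screen at 18.75 µM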
# KKLEB tox = cytotoxicity in KKLEB CF airway cells, primary screen, cytotoxicity control for CF NF-kB inhibitor project, cell-based, uHTS, fluorescence assay plates. KKLEB CF airway cells viability, ATPlite luminescence, overnight; stronger effect = lower value; cells stimulated with P. aeruginosa culture filtrate. activity change (cytotoxicity), % at 5 µM. 0.36% of 360,000 active. AID 602141, 2011;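 active = corrected activity change at or below -50% at 5 µM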
# MITF TRPM1 inh = inhibitors of MITF-dependent TRPM1 promoter reporter, primary screen, cell-based, SK-MEL-5, single point, luciferase. SK-MEL-5 TRPM1 promoter luciferase, 24 h. inhibition, % at 12.5 µM. 0.83% of 330,000 active;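 active = mean inhibition across replicates of 60% or more, whatever share of single replicates reaches that level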; also: values of inactives mirror those of a sister screen read the other way
# Vif imaging = HIV Vif self-association inhibitors, primary screen, imaging, HEK293T, single point. HEK293T cells, Vif self-association by quenched fluorescence, 24 h. inhibition, % at 7.49 µM. AID 602346, 2012. 0.35% of 340,000 active; in the data active = inhibition above about 50%, passing the limit was not always enough; also: some results filed as inactive read as strong as hits
# CF NFkB inh = inhibitors of PAF-induced NF-kB signaling, primary screen, cell-based, GFP fluorescence, uHTS. KKLEB NF-kB-GFP reporter, GFP fluorescence overnight. 0.86% of 360,000 active. inhibition, % at 5 µM;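 active = at least 50% inhibition at 5 µM, scaled per plate between neutral and stimulator controls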;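 also: PAF is a Pseudomonas aeruginosa culture filtrate used as stimulus; plate controls were PAF-stimulated DMSO wells for no effect and unstimulated DMSO wells for full effect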
# CaV13 FRET inh = Disruptors of the CACNA1D IQ motif to Ca2+-dependent inactivation inhibitor domain association, primary screening, Förster resonance energy transfer in intact living …; HEK cells, CFP/YFP FRET ICDI-IQ, plate reader, 10 min; percent FRET-ratio fall versus neutral wells; inhibition, % at 12.3 µM; 0.098% of 340,000 active;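 active = mean replicate inhibition of at least 30% and at least 1% of replicates passing that level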;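 also: 0% = median of the neutral control wells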
# The depositor's hits bear a star; . = not tested or not shown; & = joins results of further samples.
SMILES,Shn3 inh set2,NR2E3 ag-1,Peg3 prom inh,NR2E3 ag-2,PDI inh,HIF-2a block,KKLEB tox,MITF TRPM1 inh,Vif imaging,CF NFkB inh,CaV13 FRET inh
Cc1ccc(NC(=O)Cn2c(O)c(N=NC(=O)c3ccncc3)c3ccccc32)cc1,2,-1,20,12,-5,11,-7,24,3,-1,.
Cc1c(O)c(=O)n(-c2ccccc2)n1C,-9,-2,6,-5,0,-8,6,-7,-3,5,-6
Cc1ccccc1-n1c(=O)cc(N2CCc3ccccc3C2)[nH]c1=O,6,3,3,4,-3,-2,1,-4,2,1,-7
COc1ccc(NC(=O)NC2CC3CCCC(C2)N3Cc2ccccc2)cc1 (stereo unspecified),12,-1,4,-9,-6,-24,0,-12,.,-25,-5
CCOC(=O)c1nn(-c2ccc(C)cc2)c(=O)cc1OCC(=O)N1CCN(c2ccccc2)CC1,-15,1,-3,-25,3,-4,-14,3,.,2,-5
CC(=O)c1ccc2c(c1)N(C)c1ccccc1S2,-25,0,-25,-18,-3,-67,-10,-3,-3,0,-5
CC(C)Cn1c(N)c(C(=O)COC(=O)c2ccccc2C(=O)c2ccccc2)c(=O)n(C)c1=O,44,.,28,-6,13,19,8,9,-21,2,-5
Cc1ccc(NC(=O)C2CCCN2C(=O)NC2CCCCC2)c(C)c1 (stereo unspecified),-8,-1,3,-7,15,15,11,5,2,-7,-5
CC(C)CC(=O)Nc1ccc(C(=O)NN2C(=O)c3ccccc3C2=O)cc1,6,5,-4,-6,0,3,-1,14,-1,2,-18
CCCC/C=C1\CCc2c([nH]c3ccccc23)C1=O,-15,-2,-179,-34,6,-240,-9,-63,4,-37,10
COC(=O)c1c(NC(=O)CSc2nnc(C)c(=O)[nH]2)sc(C)c1C,-4,-1,-4,-66,9,14,0,-3,-9,11,-7
Cc1[nH]c2ccccc2c1C(=O)C(=O)N1CCCc2ccccc21,-19,-2,2,2,-2,-22,-7,-8,-3,9,-14
COCCn1c(-c2cccc(Br)c2)nc2c(c(=O)c3ccccc3n2C)c1=O,10,-2,-16,-2,12,14,-6,7,-13,12,-7
Brc1ccc(/C=C/C=N/Nc2nc3ccccc3s2)cc1,-55,8,-250,-33,-4,-174,-9,-45,5,-7,-6
CC(C)CC(=O)Nc1ccccc1-c1nnn(CC(=O)N2CCOCC2)n1,-20,-3,2,2,-9,4,-2,15,16,8,.
Cc1noc(C)c1COC(=O)c1ccccc1Sc1ccccc1C#N,61,3,9,-12,-1,12,-21,7,-22,7,-4
NC(=O)c1c(NC(NC(=O)c2ccco2)(C(F)(F)F)C(F)(F)F)sc2c1CCCC2,3,-2,-12,-53,-11,-9,7,9,.,1,-5
COc1ccc(Nc2nc(N)nc(CSC(=S)N3CCCCC3)n2)cc1,-21,4,-68,-39,-10,-132,-12,-3,2,9,-4
Cc1ccc(-c2nnc(Oc3ccc(NC(=O)c4ccccc4)cc3)c3ccccc23)cc1,12,-3,28,11,-1,-5,-41,14,3,37,-3
NC(=O)CN1CCN(C(=O)Nc2ccccc2)CC1,-3,-2,5,-24,.,0,14,-3,12,-7,-2
CN(C)S(=O)(=O)c1ccc(NC(=O)c2cccnc2)cc1,-12,0,6,-4,0,-1,0,5,6,2,-6
COc1ccc2nc(NC(C)=O)sc2c1,-73,1,-227,-101,1,-176,2,-35,.,3,-5
CCN1C(=O)[C@H]2[C@@H](c3ccc(C)cc3)N3C(=O)N(c4ccc(C)cc4)C(=O)[C@@]3(Cc3ccccc3)[C@H]2C1=O,4,1,2,5,-3,-1,13,3,4,-21,-5
Cc1ccccc1N=C1Nc2ccccc2CS1,9,2,-283,-92,0,-271,7,-63,-39,-12,.
O=C(c1cc(N2CCOCC2)c(F)cc1[N+](=O)[O-])N1CCOCC1,9,-2,9,-7,4,19,7,-4,-10,-18,-3

# A draw from above in order of count of non-hydrogen atoms, low to high.
SMILES,Shn3 inh set2,NR2E3 ag-1,Peg3 prom inh,NR2E3 ag-2,PDI inh,HIF-2a block,KKLEB tox,MITF TRPM1 inh,Vif imaging,CF NFkB inh,CaV13 FRET inh
Cc1c(O)c(=O)n(-c2ccccc2)n1C,-9,-2,6,-5,0,-8,6,-7,-3,5,-6
Cc1ccccc1N=C1Nc2ccccc2CS1,9,2,-283,-92,0,-271,7,-63,-39,-12,.
CN(C)S(=O)(=O)c1ccc(NC(=O)c2cccnc2)cc1,-12,0,6,-4,0,-1,0,5,6,2,-6
COC(=O)c1c(NC(=O)CSc2nnc(C)c(=O)[nH]2)sc(C)c1C,-4,-1,-4,-66,9,14,0,-3,-9,11,-7
Cc1ccccc1-n1c(=O)cc(N2CCc3ccccc3C2)[nH]c1=O,6,3,3,4,-3,-2,1,-4,2,1,-7
CC(C)CC(=O)Nc1ccc(C(=O)NN2C(=O)c3ccccc3C2=O)cc1,6,5,-4,-6,0,3,-1,14,-1,2,-18
NC(=O)c1c(NC(NC(=O)c2ccco2)(C(F)(F)F)C(F)(F)F)sc2c1CCCC2,3,-2,-12,-53,-11,-9,7,9,.,1,-5
Cc1ccc(NC(=O)Cn2c(O)c(N=NC(=O)c3ccncc3)c3ccccc32)cc1,2,-1,20,12,-5,11,-7,24,3,-1,.
Cc1ccc(-c2nnc(Oc3ccc(NC(=O)c4ccccc4)cc3)c3ccccc23)cc1,12,-3,28,11,-1,-5,-41,14,3,37,-3
CCN1C(=O)[C@H]2[C@@H](c3ccc(C)cc3)N3C(=O)N(c4ccc(C)cc4)C(=O)[C@@]3(Cc3ccccc3)[C@H]2C1=O,4,1,2,5,-3,-1,13,3,4,-21,-5

# Carrying on:
SMILES,Shn3 inh set2,NR2E3 ag-1,Peg3 prom inh,NR2E3 ag-2,PDI inh,HIF-2a block,KKLEB tox,MITF TRPM1 inh,Vif imaging,CF NFkB inh,CaV13 FRET inh
O/N=C/c1ccccc1OCc1ccc(Cl)cc1,-71,3,-307,-56,-5,-240,-7,-75,-16,20,-4
CCOc1cc(/C=C2/SC(=O)N(CC(=O)N3CCc4ccccc4C3)C2=O)ccc1OCC(=O)O,-7,-2,10,-15,-5,10,0,0,13,2,.
CC(C)(C)c1ccc(C(=O)NCC(=O)NNC(=O)c2ccccc2O)cc1,3,0,-19,-47,3,-14,12,0,2,-38,-12
CC1CCN(C(=O)c2nc[nH]c2C(=O)OCCNC(=O)OC(C)(C)C)CC1,-9,-5,-2,26,-9,9,-8,11,.,27,-10
CN(C(=O)CSc1nnc(-c2c[nH]c3ccccc23)o1)C1CCS(=O)(=O)C1 (stereo unspecified),-11,-1,19,-10,0,18,-2,-6,-5,5,3
O=C(Cn1nc(-c2ccccc2F)ccc1=O)Nc1ccc(S(=O)(=O)N2CCCCCC2)cc1,16,-2,24,-18,2,28,-5,1,1,-21,-3
CS(=O)(=O)N1CCN(c2nc(-c3ccc(F)cc3)cs2)CC1,-10,-1,-53,-1,-10,-52,-14,-33,4,7,-5
CC(C)Oc1cccc(C(=O)O)c1,-15,1,4,-22,3,18,6,2,17,1,-4
C/C(=N\NC(=O)c1cccs1)c1cccnc1,-12,6,-31,-117,1,-54,-5,-20,7,4,-2
Clc1ccccc1Cc1noc(CN2CCN(c3cnccn3)CC2)n1,-7,0,14,-4,2,13,-10,3,-6,7,-2
CC1Nc2ncnc(N3CCc4ccccc4C3)c2N(Cc2ccc(Br)cc2)C1=O (stereo unspecified),10&3,0,10&35,-19&-15,10,26&4,-4&-30,-3,-4,-13&32,-7
O=c1cc(N2CCOCC2)cnn1-c1ccccc1,-17,-6,-82,-37,-5,-119,1,-32,-3,5,-5
Sc1ccccc1N=Cc1cccs1,-122,.,-243,-114,4,-212,8,.,-1,-29,-4
COC(=O)c1c(C)[nH]c(C(=O)OCC(=O)NC(C)(C)C)c1C,5,0,-12,-4,-4,-20,17,5,-22,-1,3
COc1cc(C(=O)Nc2cc(C(F)(F)F)ccc2N2CCOCC2)ccc1O,-18,3,1,-3,-8,7,-1,0,4,16,-6
O=S(=O)(Cc1ccc(Cl)cc1Cl)c1ccc(Cl)cc1,14,.,-56,-12,-13,-103,-26,-11,3,43,-16
COc1ccc(S(=O)(=O)N2CCC(C(=O)NCc3cccnc3)CC2)cc1C,-4,5,12,0,-3,12,-4,-3,0,-14,-18
Cn1c(CO)cnc1SCc1ccc(F)cc1,-13,-1,-34,-32,0,-62,-11,-24,-1,14,-5
COc1ccc(C(=O)Nc2cccc(C)n2)cc1S(=O)(=O)N1CCCc2ccccc21,24,.,-9,36,-3,13,8,15,-24,16,-5
O=C1Nc2ccccc2Cc2ccccc21,-10,.,-5,7,-2,-32,10,.,-3,0,-3
O=C(Nc1cccnc1)c1ccc(Cl)c(S(=O)(=O)N2CCCC2)c1,18,2,-10,-29,-4,-3,-22,6,-7,15,-7
COc1ccc(CC(=O)N/N=C/c2cc([N+](=O)[O-])cc(Br)c2O)cc1,2,-2,19,-16,-11,10,12,9,-11,-1,-4
CNc1oc(-c2ccc(F)cc2)nc1S(=O)(=O)c1ccccc1,2,-5,15,-16,-2,14,5,13,-4,-16,-4
CC(C)n1cc(/C=N/NC(=O)COc2cccc3cccnc23)c2ccccc21,-11,0,-55,-18,-6,-80,-7,-8,-3,3,-3
Cc1ccc(S(=O)(=O)c2nc(N3CCOCC3)sc2Cl)cc1,6,0,8,-4,-3,19,7,3,-1,4,-5
Nc1cc2c(cc1Cl)-c1ccccc1C2,-52,.,-281,-59,-2,-206,2,-67,-2,-1,-6
Cc1nnc(NC(=O)C2CCCN2S(=O)(=O)c2ccc(Cl)cc2)s1 (stereo unspecified),-6,-4,1,-34,-9,18,3,1,6,-1,9
